HCV inhibitor – qHTS Assay for Inhibitors of Hepatitis C Virus (HCV) | 3.4% of 340,000 active | Huh7.5.1 HCVcc-Cre infection, luciferase reporter, 44 h | Potency, µM (series often up to 41.8 µM), without a hit: top-dose activity change, negative = inhibition, usual class: inhibitors | AID 651820, 2012
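After 44 h co-culture of compound, cells and HCVcc-Cre (~0.5 moi), substrate is added for 15 min at room temperature and luciferase measured over 15 sec. Cells were seeded at 1,000/well and pre-cultured 4 h.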
LmPK inhibitor – qHTS Assay for Inhibitors of Leishmania Mexicana Pyruvate Kinase (LmPK). Q27686. purified LmPK, Kinase-Glo ATP luminescence, 1 h. Potency, µM (highest dose often 57.5 µM), for the others: at the highest dose activity change, negative = inhibition, actives largely listed as inhibitors. 0.37% of 290,000 active
Target sequence (Q27686 whole entry, looked up): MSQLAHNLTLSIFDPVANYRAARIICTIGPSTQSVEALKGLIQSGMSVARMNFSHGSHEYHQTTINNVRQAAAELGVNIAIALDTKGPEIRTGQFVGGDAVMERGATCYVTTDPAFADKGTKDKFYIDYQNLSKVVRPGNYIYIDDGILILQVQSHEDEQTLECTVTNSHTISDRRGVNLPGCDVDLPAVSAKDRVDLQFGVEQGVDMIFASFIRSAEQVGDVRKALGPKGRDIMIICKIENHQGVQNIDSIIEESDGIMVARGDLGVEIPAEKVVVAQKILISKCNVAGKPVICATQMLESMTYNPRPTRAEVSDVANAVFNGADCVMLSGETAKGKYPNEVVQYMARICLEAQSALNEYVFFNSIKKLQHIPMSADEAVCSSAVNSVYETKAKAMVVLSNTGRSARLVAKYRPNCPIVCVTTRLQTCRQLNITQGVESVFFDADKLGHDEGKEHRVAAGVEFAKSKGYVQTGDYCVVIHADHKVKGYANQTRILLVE
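Pyruvate kinase activity monitored as ATP production (luciferase luminescence). Conditions: 0.1 nM enzyme, 0.5 mM PEP, 0.1 mM ADP, 1 h, RT; normalized against uninhibited and no-enzyme wells.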
Pf growth 48h – Primary qHTS for delayed death inhibitors of the malarial parasite plastid, 48 hour incubation; P. falciparum luciferase growth in erythrocytes, 48 h; Potency, µM (top dose mostly 28.7 µM), for the others: at the top dose activity change, negative = inhibition, hits mostly inhibitors; 5.9% of 310,000 active
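Cell-based growth assay: transgenic P. falciparum expressing firefly luciferase, cultured in red cells within RPMI 1640 containing 0.5% w/v Albumax, 24 mM bicarbonate and gentamycin. A drop in luciferase activity indicates inhibition.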
Sm TGR inh – qHTS Assay for the Inhibitors of Schistosoma Mansoni Peroxiredoxins. Schistosoma mansoni thioredoxin glutathione reductase (TGR), Q962Y6. purified TGR, DTNB reduction, TNB absorbance 405 nm. Potency, µM (titrated, usually from 114 µM), inactives show at the highest dose activity change, negative = inhibition, actives largely listed as inhibitors. 3% of 360,000 active; further: nearly all actives have a fitted effect of over 60% in size
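Kinetic colorimetric format: TGR-catalysed, NADPH-driven DTNB reduction monitored via TNB absorbance. Enzyme dispensed at 20 nM; compound exposure 15 min at room temperature before reaction start.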
Pf growth 96h – Primary qHTS for delayed death inhibitors of the malarial parasite plastid, 96 hour incubation; AID 504834, 2011; Potency, µM (top dose mostly 28.7 µM), for inactives: top-dose activity change, negative = inhibition, usual class: inhibitors; 6.9% of 320,000 active; P. falciparum luciferase reporter growth, 96 h
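Compounds incubated with erythrocytes infected by luciferase-expressing P. falciparum (2% hematocrit, 0.05% parasitemia final) for 96 hours, 37 C in 5% CO2. Growth inhibition scored as decreased luciferase luminescence.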
Tb PYK inh – qHTS of Trypanosoma Brucei Inhibitors. TbPYK enzyme, Kinase-Glo Plus ATP luminescence, 45 min. Potency, µM (doses to about 76.8 µM), for the others: at the highest dose activity, negative = inhibition, usual class: inhibitors. 0.12% of 410,000 active. AID 624173, 2012; further: nearly all actives have a fitted effect of over 50% in size
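T. brucei PYK with substrate was exposed to pin-transferred compounds across a concentration series, then started with 130 uM ADP (final). After 45 min at room temperature, Kinase-Glo Plus luminescence was read, normalized and curve-fitted.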
Active calls of the source: *; ? = inconclusive; nt = not tested or not shown; [ ] = dose if it differs, or a comment. The call rests on the fitted dose curve; in most records, active means well fitted curve in the direction sought with a large enough effect; inconclusive means small, poorly fitted or top-dose-only effect, or another doubt; inactive means no such curve, though single readings can be large; an effect the other way counts as inactive or inconclusive. On the % scale 0 is the no-effect control and ±100 the full control effect; potency means the concentration at half of the fitted maximal effect. An unsorted share of the library; 16% or so of the library scored in one or more.

Letters – A = HCV inhibitor; B = LmPK inhibitor; C = Pf growth 48h; D = Sm TGR inh; E = Pf growth 96h; F = Tb PYK inh
SMILES: Cc1cc(C(=O)CN2C(=O)C(=O)N(C3CCCC3)C2=O)c(C)n1CCc1ccc(F)cc1
  A: -24% | B: nt | C: ? | D: -4% | E: -16% | F: 5%
SMILES: O=C(C1CCCN1C(=O)c1cccs1)N1CCN(S(=O)(=O)c2ccc(F)cc2)CC1 (stereo not given)
  A: 1% | B: nt | C: ? | D: -16% | E: 33%[activator] | F: 3%
SMILES: O=C(NCC(c1ccco1)N1CCN(c2ccccc2F)CC1)C(=O)NC1CC1 (stereo not given)
  A: 24% | B: nt | C: -1% | D: -1% | E: 8% | F: 3%
SMILES: O=C(NC(C(=O)c1ccccc1)n1cnccc1=O)c1ccccc1 (stereo not given)
  A: -23% | B: -1% | C: 44%[activator] | D: -14% | E: 163%[activator] | F: -4%
SMILES: CCn1c(N)c(C(N)=O)sc1=S
  A: 4% | B: 4% | C: 12% | D: 5% | E: -16% | F: -18%
SMILES: CSC1=N/C(=C/c2cccnc2)C(=O)N1Cc1ccc(Cl)cc1
  A: -15% | B: -4% | C: 6.6µM* | D: ? | E: ? | F: -1%
SMILES: CCN(c1ccccc1)S(=O)(=O)c1ccc(C(C(=O)OC)C(=O)OC)c([N+](=O)[O-])c1
  A: -1% | B: 0% | C: -24%[5.75 µM] | D: -29% | E: 8%[5.75 µM] | F: -5%
SMILES: Cc1nnc(SCC(=O)NC2CCCCCC2)n1N
  A: 0% | B: nt | C: ? | D: 6% | E: -3% | F: -5%
SMILES: CCC(C)NC(=O)C1CCCN(C(=O)NC2CCCCC2)C1 (stereo not given)
  A: -11% | B: -1% | C: 3% | D: 0% | E: 14% | F: 0%
SMILES: O=C(NCCS(=O)(=O)NCCCc1ccccc1)c1ccccc1
  A: 0% | B: nt | C: 8% | D: -23% | E: 22% | F: 3%
SMILES: COc1ccc(/C=C/C(=O)NC(=S)N2C[C@H]3C[C@H](C2)c2cccc(=O)n2C3)cc1
  A: 14% | B: 1% | C: -18% | D: -1% | E: ? | F: 1%
SMILES: COc1cccc(-c2cc(C(=O)NCCCn3ccnc3)c3ccccc3n2)c1
  A: -26% | B: 1% | C: ? | D: 2% | E: 40%[activator] | F: -7%
SMILES: Cc1cc(-c2csc(NC(=O)C3=COCCO3)n2)c(C)n1C
  A: 1% | B: nt | C: ? | D: -31% | E: ? | F: -19%
SMILES: CC1(OC(=O)c2ccc(Cl)nc2)C(=O)C=C2C=C3CCCN3C=C2C1=O (stereo not given)
  A: 11% | B: -2%[11.5 µM] | C: 50%[activator] | D: 35µM* | E: 18% | F: -3%
SMILES: CCCCC(C(=O)NC1CCCC1)N(C(=O)c1snc(C(N)=O)c1N)c1ccc(F)cc1 (stereo not given)
  A: ? | B: 0% | C: ? | D: 6% | E: 5.9µM* | F: 0%
SMILES: O=C(Cn1cnc2ccccc21)NCc1ccccc1
  A: -27% | B: -1% | C: 17% | D: 1% | E: nt | F: -1%
SMILES: Cc1ccc(NC(=O)c2c([N+](=O)[O-])c(C(C)(C)C)nn2C)cc1
  A: -19% | B: 0% | C: 1% | D: 10% | E: 5% | F: -2%
SMILES: CCCCN(C)C(=O)c1cc2cc3cc(OC)ccc3nc2o1
  A: ? | B: 1% | C: ? | D: 6% | E: 30%[activator] | F: 0%
SMILES: CCC(Oc1ccccc1)C(=O)N1CCN(S(=O)(=O)c2ccccc2)CC1 (stereo not given)
  A: -7% | B: nt | C: ? | D: -23% | E: -16% | F: 0%
SMILES: O=C1CSC(c2ccccc2)N1CC(O)c1ccc([N+](=O)[O-])cc1 (stereo not given)
  A: 4% | B: 0% | C: -10% | D: -1% | E: nt | F: -1%
SMILES: Cc1cc(C(=O)CSc2nnnn2-c2ccc(O)cc2)c(C)n1Cc1ccc2c(c1)OCO2
  A: ? | B: -1% | C: ? | D: 0% | E: -14% | F: 0%
SMILES: CCc1ccc(C(=O)COC(=O)CNC(=O)C2CCCCC2)cc1
  A: 2% | B: nt | C: 112%[activator] | D: 2% | E: 101%[activator] | F: -11%
SMILES: C=CCc1ccccc1OCC(O)CNC (stereo not given)
  A: 23% | B: 0% | C: nt | D: 25µM* | E: 1.2µM* | F: 4%
SMILES: O=C(CCc1ccccc1)Nc1nc2c(F)cc(F)cc2s1
  A: -25% | B: 0% | C: 39%[activator] | D: 3% | E: 45%[activator] | F: -2%
SMILES: Cc1ccc(-c2cc(C(F)(F)F)n3nc(C(=O)Nc4ccon4)cc3n2)cc1C
  A: -18% | B: 2% | C: 99%[activator] | D: 6% | E: -4% | F: 3%

Further results:
Letters – A = HCV inhibitor; B = LmPK inhibitor; C = Pf growth 48h; D = Sm TGR inh; E = Pf growth 96h; F = Tb PYK inh
SMILES: CC/S(=N\S(=O)(=O)c1ccc(C)cc1)c1ccccc1 (stereo not given)
  A: 7% | B: 0% | C: 17% | D: 3% | E: 0% | F: -3%
SMILES: COCc1ccc(C(=O)N(C)CC2CCCN(CCc3ccc(Cl)cc3)C2)o1 (stereo not given)
  A: -26% | B: 1% | C: 0% | D: 3% | E: 1% | F: 14%
SMILES: O=C(c1cc(F)c(F)cc1Cl)N1CCOCC1
  A: -9% | B: 1% | C: -8% | D: -7% | E: -1% | F: -17%
SMILES: Nc1ccc(S(=O)(=O)N2CC3CC(C2)c2cccc(=O)n2C3)cc1 (stereo not given)
  A: 15% | B: 2% | C: nt | D: -4% | E: -16% | F: -1%
SMILES: CCO[C@H]1OC(C(=O)N2CCCCCCC2)=C[C@@H](c2coc3ccccc3c2=O)[C@@H]1CCCO
  A: -12%[8.37 µM] | B: 6% | C: -12% | D: -8% | E: ? | F: 3%
SMILES: CCCC(C)c1nnc(NC(=O)C2CC(=O)N(c3ccc(OCC)cc3)C2)s1 (stereo not given)
  A: -11% | B: 1% | C: 6% | D: -1% | E: 30%[activator] | F: 0%
SMILES: CN(C)S(=O)(=O)c1cccc(NC(=S)N/N=C/c2cc(Br)ccc2O)c1
  A: -22% | B: 6% | C: 2.1µM* | D: -16% | E: ? | F: -3%
SMILES: CCN(CC(=O)Nc1ccc2c(c1)OCCO2)S(=O)(=O)c1ccc(C)cc1
  A: -4% | B: -2% | C: 13% | D: -5% | E: nt | F: -6%
SMILES: CC(C)CC(=O)/C(=C\c1ccc(Cl)cc1Cl)n1cncn1
  A: ? | B: -6% | C: ? | D: 22µM* | E: ? | F: -6%
SMILES: O=C(Nc1ccccc1)/C(=C/c1ccccc1)NC(=O)c1ccco1
  A: 19% | B: -3% | C: -12% | D: -8% | E: 85%[activator] | F: -3%
SMILES: O=C(NNC(=O)c1cccc([N+](=O)[O-])c1)c1ccncc1
  A: 12% | B: 1% | C: 45%[activator] | D: 0% | E: ? | F: 4%
SMILES: N#C/C(=C(/O)CN1CCOCC1)c1nc(-c2ccccc2)cs1
  A: 3% | B: -3% | C: nt | D: -1%[11.4 µM] | E: ? | F: 1%
SMILES: N#Cc1cc2c(nc1SCc1nc3ccccc3[nH]1)CCC2
  A: nt | B: -18% | C: -16% | D: -5% | E: -1% | F: nt
SMILES: CSC1=Nc2sc3c(c2C2=NCCN12)CCCC3
  A: nt | B: -1% | C: ? | D: 1% | E: -98% | F: nt
SMILES: CC1(c2ccc(Cl)cc2Cl)NC(=O)N(CC(=O)N2CCN(C(=O)c3ccco3)CC2)C1=O (stereo not given)
  A: -12% | B: nt | C: -22% | D: -13% | E: -21% | F: -3%
SMILES: CCOC(=O)C1CCCN(C(=O)CCCOc2cc(=O)n(C)c3ccccc23)C1 (stereo not given)
  A: -9% | B: 1% | C: ? | D: -3% | E: nt | F: -5%
SMILES: COc1ccc(C(=O)N2CCCCC2)cc1S(=O)(=O)Nc1cccc(C(=O)O)c1
  A: 12% | B: -4% | C: -7% | D: -18% | E: ? | F: 5%
SMILES: Cc1cc(=O)c(C(=O)Nc2cccc(N3CCCC3=O)c2)nn1-c1ccccc1Cl
  A: 10% | B: nt | C: ? | D: -12% | E: ? | F: 2%
SMILES: Nc1cc(N)nc(SCC(=O)N2CCCCC2)n1
  A: 11% | B: 0% | C: 14% | D: -24% | E: -7% | F: 2%
SMILES: CC(CCc1ccccc1)NC(=O)C1CCN(C(=O)c2sccc2-n2cccc2)CC1 (stereo not given)
  A: ? | B: 2% | C: nt | D: 0% | E: -11% | F: -6%
SMILES: CCOc1cc(C(=O)N2CCCN(C)CC2)cc(OCC)c1OCC
  A: 0% | B: 2% | C: ? | D: 7% | E: 4% | F: 4%
SMILES: O=C(Nc1cccnc1)c1ccccc1-c1ccccc1
  A: -6% | B: -4% | C: -6% | D: 0%[57.1 µM] | E: 399%[activator] | F: 2%
SMILES: COc1ccccc1N1CCN(C(=O)Nc2ccc([N+](=O)[O-])cc2)CC1
  A: ? | B: -1% | C: -17% | D: -2% | E: ? | F: 4%
SMILES: CC(=O)Nc1cc(-c2ccc(Cl)cc2)nn1-c1ccccc1
  A: -8% | B: 4% | C: 0% | D: -11% | E: 9.3µM* | F: -3%
SMILES: Cc1ccc(-n2c(C)cc(C(=O)CN3CCOCC3)c2C)cc1
  A: -15% | B: -4% | C: 42%[activator] | D: -18% | E: 47%[activator] | F: -4%

More structures follow:
Value order: HCV inhibitor	LmPK inhibitor	Pf growth 48h	Sm TGR inh	Pf growth 96h	Tb PYK inh
- CCc1ccc2c(CN(C)Cc3ccccc3OC)cc(=O)oc2c1
  -22%	-5%	-2%[0.00184 µM]	-8%	-27%	41%[activator]
- Cc1cccc2c1-c1sc(C(=O)Nc3cccnc3)cc1CO2
  22µM*	-4%	?	4%	-5%	4%
- Cn1c(CCN2CCOCC2)nc2cc(NC(=O)COc3ccc(Cl)cc3)ccc21
  ?	2%	?	4%	?	3%
- COc1cccc(-c2noc(CCCC(=O)NC3CCCC3)n2)c1
  ?	-2%	-6%	-19%	2.3µM*	-5%
- c1ccc(Cn2c(CN3CCCC3)nc3ccccc32)cc1
  14%	-1%	?	6%	9.3µM*	1%
- COc1ccc(OCc2cc(=O)[nH]c3ccccc23)cc1
  -21%	-5%	-21%	-4%	0%	-2%
- CNc1nc2c3ccccc3n(C(C)=O)c2s1
  ?	10%	nt	0%	?	1%
- CCn1c(SCC(=O)NCc2ccco2)nnc1C1CCCC1
  13%	1%	-3%	40µM*	72%[activator]	3%

Among those listed so far, these contain an aryl methoxy group:
Value order: HCV inhibitor	LmPK inhibitor	Pf growth 48h	Sm TGR inh	Pf growth 96h	Tb PYK inh
- COc1ccc(/C=C/C(=O)NC(=S)N2C[C@H]3C[C@H](C2)c2cccc(=O)n2C3)cc1
  14%	1%	-18%	-1%	?	1%
- COc1cccc(-c2cc(C(=O)NCCCn3ccnc3)c3ccccc3n2)c1
  -26%	1%	?	2%	40%[activator]	-7%
- CCCCN(C)C(=O)c1cc2cc3cc(OC)ccc3nc2o1
  ?	1%	?	6%	30%[activator]	0%
- COc1ccc(C(=O)N2CCCCC2)cc1S(=O)(=O)Nc1cccc(C(=O)O)c1
  12%	-4%	-7%	-18%	?	5%
- COc1ccccc1N1CCN(C(=O)Nc2ccc([N+](=O)[O-])cc2)CC1
  ?	-1%	-17%	-2%	?	4%
- CCc1ccc2c(CN(C)Cc3ccccc3OC)cc(=O)oc2c1
  -22%	-5%	-2%[0.00184 µM]	-8%	-27%	41%[activator]
- COc1cccc(-c2noc(CCCC(=O)NC3CCCC3)n2)c1
  ?	-2%	-6%	-19%	2.3µM*	-5%
- COc1ccc(OCc2cc(=O)[nH]c3ccccc23)cc1
  -21%	-5%	-21%	-4%	0%	-2%

Source: PubChem BioAssay (National Center for Advancing Translational Sciences (NCATS))
